Screening data (PubChem)
USP1 inh = blocks the human USP1/UAF1 deubiquitinase complex | Potency, µM (titrated, usually from 57.1 µM), inactives show at the top dose activity change, negative = inhibition, actives largely listed as inhibitors | recombinant USP1/UAF1, Ub-Rhodamine cleavage fluorescence | hit rate 0.23% among 390,000; note: % is set by controls: 0 for no effect and ±100 for the full control effect; nearly all actives have a fitted effect of over 60% in size; inactives centre near -12
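Step one: compound is pinned into 1nM USP1/UAF1 in HEPES pH 7.8 buffer with TCEP. Step two: 15 min room-temperature incubation. Step three: Ub-Rho (150nM final) starts cleavage, tracked by fluorescence over six one-minute reads.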
ALOX12 inh = ALOX12 (human) lipoxygenase inhibition | Potency, µM (titrated, usually from 108 µM), without a hit: at the highest dose activity change, negative = inhibition, most hits filed as inhibitors | purified 12hLO, xylenol orange hydroperoxide absorbance | hit rate 1.1% among 580,000 | P18054; note: % is set by controls: 0 for no effect and ±100 for the full control effect
Target sequence (P18054 whole entry, looked up): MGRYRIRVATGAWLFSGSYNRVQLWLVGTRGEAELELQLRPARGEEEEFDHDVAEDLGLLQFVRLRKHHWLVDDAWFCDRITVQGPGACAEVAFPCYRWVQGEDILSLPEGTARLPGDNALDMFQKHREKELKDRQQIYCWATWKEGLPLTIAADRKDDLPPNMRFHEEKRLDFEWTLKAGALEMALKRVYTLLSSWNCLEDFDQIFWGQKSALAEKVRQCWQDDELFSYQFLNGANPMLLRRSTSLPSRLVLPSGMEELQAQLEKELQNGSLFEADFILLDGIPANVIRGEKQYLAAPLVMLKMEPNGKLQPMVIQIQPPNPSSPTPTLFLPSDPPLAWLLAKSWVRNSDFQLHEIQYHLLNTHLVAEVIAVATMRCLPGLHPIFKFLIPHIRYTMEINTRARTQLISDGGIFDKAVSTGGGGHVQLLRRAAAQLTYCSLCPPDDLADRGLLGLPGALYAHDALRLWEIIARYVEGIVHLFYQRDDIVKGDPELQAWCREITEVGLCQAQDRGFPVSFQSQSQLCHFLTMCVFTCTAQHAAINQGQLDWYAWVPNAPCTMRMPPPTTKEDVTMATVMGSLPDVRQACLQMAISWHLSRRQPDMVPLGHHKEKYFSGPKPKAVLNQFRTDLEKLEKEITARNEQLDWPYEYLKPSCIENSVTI
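Purified human 12hLO at 150 nM in 25 mM Hepes, 0.01% Triton X-100, pH 7.0, preincubated 15 min at room temperature with compound. Reaction started with 40 uM arachidonic acid, 30 min at room temperature. Hydroperoxide measured by Fe-xylenol orange, 573/405 nm absorbance ratio.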
TrxR1 substrate = is turned over as a substrate by rat TrxR1; purified TrxR1 substrate turnover, NADPH consumption readout; Potency, µM (top dose mostly 114 µM), inactives show at the top dose activity change, negative = substrate turnover; hit rate 0.01% among 390,000; AID 588456; note: % is set by controls: 0 for no effect and ±100 for the full control effect; nearly all actives have a fitted effect of over 50% in size
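Rat TrxR1, dispensed at 90 nM, was prereduced with 400 uM NADPH (final) for 5 min at ~22 deg C, then incubated with compound 15 min before 400 uM selenite. A first-read NADPH fluorescence drop versus no-compound background flagged substrates.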
RGS4 inh = human RGS4 inhibition. P49798. hit rate 0.039% among 390,000. Potency, µM (titrated, usually from 114 µM), inactives show top-dose activity change, negative = inhibition, actives largely listed as inhibitors. Transcreener GDP fluorescence polarization, RGS4-accelerated GTP hydrolysis; note: % is set by controls: 0 for no effect and ±100 for the full control effect; nearly all actives have a fitted effect of over 75% in size; some results filed as inactive show a strong effect at the top dose
Target sequence (P49798 whole entry, looked up): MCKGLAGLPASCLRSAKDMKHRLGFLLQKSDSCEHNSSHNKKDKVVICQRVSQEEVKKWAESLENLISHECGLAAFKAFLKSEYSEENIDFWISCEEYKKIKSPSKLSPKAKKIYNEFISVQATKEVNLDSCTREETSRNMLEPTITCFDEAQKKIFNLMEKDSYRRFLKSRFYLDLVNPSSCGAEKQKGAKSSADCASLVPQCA
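MLSMR compounds (23 nl, pin-transferred) preincubated 10 min at room temperature with a 500nM (2x) first reagent, then RGS4 at 900nM (2x) plus Transcreener GDP mix added; fluorescence polarization (620/688 nm) read before and after 90 min at 30 °C.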
Vif-A3G inh = blocks the Vif interaction with human APOBEC3G | HeLa A3G-eYFP + Vif (tagged APOBEC3G with the HIV-1 protein that degrades it), YFP fluorescence, overnight | hit rate 0.076% among 410,000 | Potency, µM (titrated, usually from 46.1 µM), without a hit: at the highest dose activity, negative = active, actives largely listed as inhibitors | Q9HC16 | AID 602310;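 note: % is set by controls: 0 for no effect and ±100 for the full control effect; nearly all actives have a fitted effect of over 60% in size; hits raise eYFP signal because A3G escapes Vif-driven loss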
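Read-out is eYFP fluorescence (Ex 488/Em 500-530) from Vif-expressing HeLa A3G-eYFP cells; more signal means A3G escaped Vif-mediated degradation. Cells plated overnight, compound pinned in, incubated overnight at 37 deg C.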
mIDH1 inhibitor = human IDH1 R132H inhibition | Potency, µM (titrated, usually from 76.6 µM), without a hit: top-dose activity change, negative = inhibition, hits mostly inhibitors | O75874 | hit rate 0.093% among 390,000 | IDH1-R132H enzyme, NADPH consumption, diaphorase/resazurin fluorescence; note: % is set by controls: 0 for no effect and ±100 for the full control effect; nearly all actives have a fitted effect of over 65% in size
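IDH1-R132H (0.5 ug/mL) preincubated 30 min with compound, then NADPH (0.016 mM) and alpha-KG (2 mM) added; 80 min at RT, pH 7.5. Remaining NADPH coupled via diaphorase/resazurin to fluorescence (540/590 nm); concentration-response curves normalized to no-enzyme control.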
TrxR1 inh = inhibitors of rat thioredoxin reductase 1. hit rate 1% among 390,000. recombinant rTrxR1, NADPH fluorescence consumption, selenite substrate. O89049. Potency, µM (titrated, usually from 114 µM), for the others: at the top dose activity change, negative = inhibition, actives largely listed as inhibitors; note: % is set by controls: 0 for no effect and ±100 for the full control effect; nearly all actives have a fitted effect of over 65% in size
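Rat TrxR1 (90 nM in the dispensed reagent) was pre-reduced with 400 uM NADPH for 5 min at room temperature, then incubated with compound for 15 min. After 400 uM selenite was added, NADPH fluorescence (Ex 340/Em 450 nm) was followed for 8 min.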
RXFP1 ag = activates the human relaxin receptor RXFP1. Potency, µM (titrated, usually from 57.5 µM), without a hit: at the highest dose activation, actives largely listed as activators. Q9HBX9. AID 2676. HEK293T-RXFP1 cAMP TR-FRET, 30 min; response scale: percent of porcine relaxin response, buffer zero. hit rate 0.3% among 370,000; note: % is set by controls: 0 for no effect and ±100 for the full control effect; nearly all actives have a fitted effect of over 60% in size; many of its hits are not listed in these tables
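HEK293T cells stably expressing RXFP1 were pretreated with the PDE4 inhibitor Ro 20174, exposed to compounds for 30 min at 37C, lysed, and cAMP was read by TR-FRET. Data normalized to buffer (basal) and 29 nM porcine relaxin (100%).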
Vif-A3F inh = inhibitors of Vif-A3F interaction | HeLa A3F-eYFP + Vif (tagged APOBEC3F with the HIV-1 protein that degrades it), YFP fluorescence increase | Potency, µM (top dose mostly 46.1 µM), inactives show at the top dose activity, negative = active | hit rate 0.2% among 390,000 | AID 602313; note: % of control where 0% means no effect; nearly all actives have a fitted effect of over 65% in size
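HeLa cells stably expressing Vif plus C-terminally eYFP-tagged A3F were seeded, incubated overnight at 37 deg C, dosed with compound, incubated overnight again at 37 deg C. Yellow fluorescence (Ex 488/Em 500-530) reported blocked Vif-mediated A3F-eYFP degradation.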
An asterisk follows results filed as active; i = inactive; ? = inconclusive; / = not tested or not shown; [ ] = dose if it differs, or a comment. Calls come from the whole dose curve; as a rule, active = well fitted curve in the direction sought with a large enough effect; inconclusive = small, poorly fitted or top-dose-only effect, or another doubt; inactive = no such curve, though single readings can be large; an effect the other way counts as inactive or inconclusive. Potency is the fitted concentration of half-maximal effect. An excerpt (hit frequency here may not be typical).

#	structure	TrxR1 inh	ALOX12 inh	USP1 inh	Vif-A3F inh	mIDH1 inhibitor	TrxR1 substrate	RXFP1 ag	Vif-A3G inh	RGS4 inh
1	COCCNc1oc(/C=C/c2ccccc2OC)nc1S(=O)(=O)c1ccccc1	36%[57.1 µM]	10%	-8%	3%	21%	45%[activator][57.1 µM]	2.3%	-3%	-6%[56.9 µM]
2	CCOC(=O)N1CCN(C(=O)c2ccc3nc4ccc(Cl)cc4c(=O)n3c2)CC1	50%[activator]	-20%	-6%	-3%	2%	106%[activator]	3.1%	-1%	-9%
3	Cc1cc(=O)[nH]c(SCC(=O)NCCc2ccccc2)n1	-3%	6%	1%	0%	0%	-6%	-0.8%	1%	-15%
4	Cc1cc(C)c2c(CC(=O)Nc3nccs3)coc2c1	-4%	0%	-5%	-4%	-2%	-2%	1.8%	-4%	40%
5	COc1cccc(N2CCN(Cc3cccnc3)CC2)c1	3%	?	-2%	4%	4%	2%	-1.5%	-1%	18%
6	COc1ccc(S(=O)(=O)N2CCN(c3nc(C)cc(C)n3)CC2)cc1	?	0%	-21%	-10%	1%	6%	-0.1%	7%	-22%
7	COc1cccc(C(=O)Nc2ccc(C(=O)NCC3CCCO3)cc2)c1 (stereo not given)	16%	0%	-23%	10%	-4%	7%	/	-3%	7%
8	Fc1ccc(-n2nnc(-c3ccccc3Cl)n2)cc1	15%	-8%	-11%	4%	7%	-2%	-2.5%	1%	2%
9	COc1cc(/C=C/C(=O)O)cc(S(=O)(=O)Nc2ccccc2SC)c1OC	-9%	0%	-14%	-12%	1%	-12%	2.7%	1%	-3%
10	CCN(CC)C(=O)c1cnn(-c2ccccc2)c1NC(=O)c1cccs1	-7%	10%	-22%	-2%	3%	-4%	0.0%	0%	-33%

#	structure	TrxR1 inh	ALOX12 inh	USP1 inh	Vif-A3F inh	mIDH1 inhibitor	TrxR1 substrate	RXFP1 ag	Vif-A3G inh	RGS4 inh
11	CC(Cc1cccnc1)NC(=O)CCc1nnc(-c2ccccc2)o1 (stereo not given)	24%[57.1 µM]	0%	-15%	-21%	4%	7%[57.1 µM]	0.6%	0%	-10%
12	N/N=C/C(=N\Nc1ccc(Cl)cc1)C(=O)c1ccncc1	-5%	40%	-4%	2%	8%	-4%	0.4%	-15%	3%
13	CC(Sc1nnc(C(F)(F)F)n1C)C(=O)NC(N)=O (stereo not given)	-13%	-6%	-12%	1%	8%	-5%	1.6%	-1%	-10%
14	Cc1ccc(NC(=O)CSc2nnc(NC(=O)NC3CCCCC3)s2)cc1	13%[57.1 µM]	-10%	-27%	-3%	-16%	0%[57.1 µM]	-1.3%	6%	16%
15	COc1cc(OC)c(OC)cc1CN(C)CCc1ccccn1	14%[57.1 µM]	?	-15%	1%	9%	-1%[57.1 µM]	-2.0%	-2%	-6%
16	COC1OC2COC(c3ccccc3)OC2C(OC(=O)c2ccccc2)C1OC(=O)c1ccccc1 (stereo not given)	-4%[2.29 µM]	-3%	-12%	-5%	12%	7%[57.1 µM]	/	5%	-4%
17	N=C(N=C(N)N)N1CCc2ccccc21	27%[57.1 µM]	1%	-11%	3%	1%	8%[57.1 µM]	2.4%	2%	17%
18	CCN(CC(=O)Nc1ccc(NC(C)=O)cc1)C(=O)c1cccc2ccccc12	11%	3%	-20%	4%	-10%	4%	2.0%	2%	9%
19	COc1ccc(CCNC(=O)COC(=O)c2cc(S(=O)(=O)N3CCCC3)ccc2O)cc1	-17%	-5%	-11%	-12%	3%	7%	0.5%	-10%	29%
20	O=C(Nc1ccccc1)N1CCc2c([nH]c3ccccc23)C1C(F)(F)F (stereo not given)	9%	24%	-8%	-1%	-4%	-2%	0.2%	0%	15%

An excerpt from above in order of the ALOX12 inh value, lowest first.
No.	molecule	ALOX12 inh
13	CC(Sc1nnc(C(F)(F)F)n1C)C(=O)NC(N)=O (stereo not given)	-6%
18	CCN(CC(=O)Nc1ccc(NC(C)=O)cc1)C(=O)c1cccc2ccccc12	3%
10	CCN(CC)C(=O)c1cnn(-c2ccccc2)c1NC(=O)c1cccs1	10%

Given in transposed form: part of the list above
18. CCN(CC(=O)Nc1ccc(NC(C)=O)cc1)C(=O)c1cccc2ccccc12
19. COc1ccc(CCNC(=O)COC(=O)c2cc(S(=O)(=O)N3CCCC3)ccc2O)cc1
20. O=C(Nc1ccccc1)N1CCc2c([nH]c3ccccc23)C1C(F)(F)F (stereo not given)
assay / entry | 18 | 19 | 20
TrxR1 inh | 11% | -17% | 9%
ALOX12 inh | 3% | -5% | 24%
USP1 inh | -20% | -11% | -8%
Vif-A3F inh | 4% | -12% | -1%
mIDH1 inhibitor | -10% | 3% | -4%
TrxR1 substrate | 4% | 7% | -2%
RXFP1 ag | 2.0% | 0.5% | 0.2%
Vif-A3G inh | 2% | -10% | 0%
RGS4 inh | 9% | 29% | 15%

Additional records:
#	structure	TrxR1 inh	ALOX12 inh	USP1 inh	Vif-A3F inh	mIDH1 inhibitor	TrxR1 substrate	RXFP1 ag	Vif-A3G inh	RGS4 inh
21	CCC1(C)Cc2c(sc3nc4n(c(=O)c23)CCCS4)CO1 (stereo not given)	-10%	11%[57.4 µM]	-21%	-4%	3%	-2%	/	1%	-28%
22	Cc1ccc(Nc2nc(-c3ccncc3)nc3ccccc23)cc1	2%[57.1 µM]	361%[activator]	0%	4%	-8%	17%[57.1 µM]	?	0%	5%
23	Oc1ccc(/C=N/Nc2ncc(Br)cn2)c(O)c1	-13%	?	5%	7%	7%	-17%	-1.2%	-8%	-26%
24	CC(C)(C)c1ccc(-c2nnc(SCCN3C(=O)c4ccccc4C3=O)o2)cc1	10%[57.1 µM]	i	-27%	-2%	0%	7%[57.1 µM]	-0.8%	0%	-19%
25	Cc1nnc(SCC(=O)NCCOc2ccc(Cl)cc2)n1-c1ccccc1	15%	441%[activator]	-8%	3%	-2%	4%	-0.4%	-1%	6%
26	CC(=O)Nc1ccc(S(=O)(=O)NC2(C(F)(F)F)C(=O)Nc3c2c(=O)[nH]c(=O)n3Cc2cccnc2)cc1 (stereo not given)	19%[57.1 µM]	-6%	?	2%	6%	-12%[57.1 µM]	3.5%	1%	-18%
27	O=C(COC(=O)c1ccc(Cl)c(S(=O)(=O)N2CCCCC2)c1)NCC1CCCCC1	32%	155%[activator]	-25%	-10%	-4%	2%	-1.2%	-12%	7%
28	Cc1cnc(C(=O)OCC(=O)c2ccc[nH]2)cn1	-6%	-7%	-18%	7%	3%	-4%	-1.0%	-2%	22%
29	CCOC(=O)CC(=O)CSc1nc(C)cc(C)c1C#N	?	9%	-8%	-4%	4%	18%[57.1 µM]	7.0%	0%	-3%
30	NNC(=O)c1nn(-c2ccc(Cl)cc2)ccc1=O	-15%	0%	-12%	4%	2%	-7%	3.3%	3%	16%

#	structure	TrxR1 inh	ALOX12 inh	USP1 inh	Vif-A3F inh	mIDH1 inhibitor	TrxR1 substrate	RXFP1 ag	Vif-A3G inh	RGS4 inh
31	Cc1ccc(CN2CCN(/N=C/c3cccnc3)CC2)cc1	-7%	-21%	-2%	-6%	6%	-9%	0.9%	-2%	20%
32	Cc1ccc(NS(=O)(=O)c2csc(C(N)=O)c2)cc1C	3%[57.1 µM]	0%	-3%	7%	7%	9%[57.1 µM]	3.2%	6%	-8%
33	CC(C)C/C=C1\CCc2c([nH]c3ccccc23)C1=O	-5%	-19%	-2%	4%	0%	-6%	1.4%	1%	-5%
34	CCOC(=O)CNc1c(-c2ccc(O)cc2)nc2ccccn12	26%	-27%	-9%	1%	-4%	123%[activator]	4.2%	4%	-6%
35	CN1C(=O)/C(=C\C(=O)c2cccs2)c2ccccc21	-23%[57.1 µM]	-24%	-20%	-4%	9%	0%[57.1 µM]	1.6%	-4%	?
36	CC(=O)OCC1OC(OCc2cn(C[C@H]3CC[C@H](Cn4cc(COC5OC(COC(C)=O)C(OC(C)=O)C(OC(C)=O)C5OC(C)=O)nn4)O3)nn2)C(OC(C)=O)C(OC(C)=O)C1OC(C)=O (stereo not given in full)	27%	6%	-30%	-14%	-4%	6%	-2.2%	2%	9%
37	CCOC(=O)CCCCCC(=O)Nc1ccc2c(c1)CC(=O)N([C@@H](C)CO)C[C@H](C)[C@@H](CN(C)C(=O)Nc1ccc3c(c1)OCO3)O2	-6%	-2%	-22%	6%	2%	7%	/	-1%	-10%
38	Cc1ccc(OCC(=O)NCCCNC(=O)c2ccncc2)cc1	17%	7%	-14%	15%	2%	3%	0.5%	6%	8%
39	Cc1cccc(N2C(=O)CC(Sc3nc(C)c4c(n3)CCCC4)C2=O)c1 (stereo not given)	?	-27%	-4%	-30%	0%	-6%	6.5%	-4%	25%
40	Cc1[nH]c(=O)[nH]c(=O)c1S(=O)(=O)N(CC(C)C)CC(C)C	5%[57.1 µM]	-2%	-23%	9%	8%	0%[57.1 µM]	0.8%	3%	-21%
41	O=C(c1ccc2ccccc2c1)C1CCCN(C(=O)c2cccnc2)C1 (stereo not given)	-14%	3%	-9%	-18%	6%	5%	3.6%	-1%	-9%
